S1P4 agonist: human S1P4 receptor agonism. activation, % at 4.98 µM. S1P4-expressing cell line, agonist reporter assay. 220,000 tested, 0.35% active. O95977; in the data active means activation above about 11%;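 further: 0% = DMSO vehicle and 100% = reference agonist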
BaF3 tox: reduces parental Ba/F3 cell viability, JAK2V617F counter-screen; CellTiter-Glo ATP luminescence; inhibition, % at 5.6 µM; 220,000 tested, 1.1% active;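 active means inhibition above a per-campaign cutoff, the mean inhibition of all tested compounds plus 3 SD, cut at about 27% in these data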;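 further: 0% = DMSO wells and 100% = JAK Inhibitor I control wells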
Wee1 degr inh: blocks degradation of human Wee1 kinase. HeLa Luc-Wee1K328M stability, luciferase luminescence; 100% = proteasome inhibitor MG132 effect. 220,000 tested, 1.2% active. P30291. reporter increase, % at 5 µM;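 active means activation above the mean of all tested compounds plus 3 SD, set per screening run, cut at about 8.8% in these data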;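 further: cells exposed to compound for 20 h before luminescence read; 0% = DMSO alone and 100% = MG132 at 30 µM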
PERK inh: blocks human PERK kinase; CHO PERK-DD fusion, SEAP luminescence translation reporter; inhibition, % at 5.6 µM; 220,000 tested, 0.17% active; AID 1416;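 active means inhibition above the mean inhibition of all tested compounds plus 3 SD, set separately per screening campaign, cut at about 2.9% in these data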;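 further: PERK kinase domain activated by AP20187 dimerizer at 100 nM; 0% = DMSO with dimerizer and 100% = rapamycin at 8.4 µM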
Target sequence (Q9NZJ5 whole entry, looked up, the tested form may be a part): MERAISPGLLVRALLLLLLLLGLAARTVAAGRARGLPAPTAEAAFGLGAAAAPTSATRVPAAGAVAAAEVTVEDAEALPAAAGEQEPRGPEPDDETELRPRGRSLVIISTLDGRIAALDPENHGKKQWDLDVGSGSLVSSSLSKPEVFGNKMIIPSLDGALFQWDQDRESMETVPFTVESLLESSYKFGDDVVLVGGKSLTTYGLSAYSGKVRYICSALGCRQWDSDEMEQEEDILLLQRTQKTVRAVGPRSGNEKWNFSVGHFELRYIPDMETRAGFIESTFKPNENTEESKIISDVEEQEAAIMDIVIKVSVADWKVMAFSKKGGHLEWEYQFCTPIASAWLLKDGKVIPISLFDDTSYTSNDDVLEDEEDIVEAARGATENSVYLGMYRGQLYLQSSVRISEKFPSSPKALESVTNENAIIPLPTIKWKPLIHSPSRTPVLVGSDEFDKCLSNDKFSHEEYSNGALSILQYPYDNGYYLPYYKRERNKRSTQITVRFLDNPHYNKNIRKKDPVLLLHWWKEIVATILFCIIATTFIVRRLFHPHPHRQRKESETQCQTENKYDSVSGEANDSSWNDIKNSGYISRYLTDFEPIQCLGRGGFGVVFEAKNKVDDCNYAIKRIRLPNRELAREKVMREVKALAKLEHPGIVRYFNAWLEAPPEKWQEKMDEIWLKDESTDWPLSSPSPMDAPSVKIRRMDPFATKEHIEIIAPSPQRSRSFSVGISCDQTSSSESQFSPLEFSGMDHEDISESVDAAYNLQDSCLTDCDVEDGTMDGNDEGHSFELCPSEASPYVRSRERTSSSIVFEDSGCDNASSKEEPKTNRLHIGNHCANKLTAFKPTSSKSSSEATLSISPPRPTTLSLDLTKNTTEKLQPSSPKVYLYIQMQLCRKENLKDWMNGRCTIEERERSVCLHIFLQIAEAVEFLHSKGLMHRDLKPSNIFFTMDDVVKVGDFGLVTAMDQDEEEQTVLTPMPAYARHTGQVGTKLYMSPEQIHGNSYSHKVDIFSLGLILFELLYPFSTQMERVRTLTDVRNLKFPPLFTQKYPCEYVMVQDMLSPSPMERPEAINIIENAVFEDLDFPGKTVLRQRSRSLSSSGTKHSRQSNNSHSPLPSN
Ba/F3 V617F tox: lowers viability of Ba/F3 cells expressing EpoR and JAK2V617F; inhibition, % at 5.6 µM; ATP luminescence; 220,000 tested, 1.1% active;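 active means inhibition above the campaign mean plus 3 SD over all tested compounds, cut at about 24% in these data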;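 further: cytokine-independent growth of Ba/F3 cells driven by EpoR plus mutant JAK2; 0% = DMSO-treated cells and 100% = JAK inhibitor I control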
S1P4 antagonist: blocks the human S1P4 receptor; O95977; S1P4-expressing cells, antagonist mode, reporter read-out; inhibition, % at 4.98 µM; 220,000 tested, 0.26% active; AID 1510; in the data active means inhibition above about 29%;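 further: 0% = wells stimulated with agonist and 100% = vehicle wells without agonist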
NPY-Y2 PAM-ag: potentiates or activates human NPY-Y2 receptor | P49146 | cells expressing NPY-Y2, potentiator/agonist read-out | activation, % at 3.6 µM | 220,000 tested, 0.45% active | AID 1359; in the data active means activation above about 27%;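 further: cells stimulated with NPY near EC25 plus isoproterenol at EC100; 0% = vehicle plus submaximal agonist and 100% = vehicle plus saturating agonist; some results beyond the cut were filed as inactive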
eIF4E 4G PPI: inhibitors of eIF4E and eIF4G interaction in translation initiation. TR-FRET eIF4E-eIF4GI(517-606) binding, 2 h. P63073+Q04637. AID 782. inhibition, % at 21.7 µM. 220,000 tested, 0.37% active;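 active means inhibition above about 30%, limit read from the data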;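 further: 0% = full FRET control wells and 100% = background wells lacking eIF4GI fragment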
MDM2 E3 inh: Mdm2 E3 ligase (human) inhibition. cell-based MDM2 ubiquitination luciferase reporter, 2 h; 0 = plate control, 100 = twice control, blank-subtracted. 210,000 tested, 0.11% active. Q00987. signal enhancement, % at 5 µM. AID 1230;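 active means signal enhancement of 30% or more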;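 further: luminescence tracks abundance of the self-degrading MDM2-luciferase fusion protein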
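Test system: mammalian cells stably expressing self-ubiquitinating, self-degrading MDM2 E3–luciferase fusion; Amount: 2000 cells in each well; Medium: DMEM; Schedule: 4 h settle plus 2 h compound, 37 °C; Technique: SteadyLite luciferase luminescence after 15 min room-temperature reagent incubation; Benchmarks: plate control and blank wells.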
Starred values were filed as active, the others as inactive; nt = not tested or not shown; [ ] = dose if it differs, or a comment.

1) COc1ccccc1C(=O)N1CCN=C1SCc1cccnc1
2) O=C(CNS(=O)(=O)c1ccccc1)OCc1cccc([N+](=O)[O-])c1
3) CCCC(=O)Nc1ccc(C)c(O)c1
4) OCCC1CN(Cc2nc3ccccc3s2)CCN1C1CCCCC1 (stereo not drawn)
5) COc1ccc(Nc2nc(NCCO)nc(OC)n2)cc1
6) CC1=NNC(=O)C1CCC(=O)N/N=C\c1cccc(Cl)c1 (stereo not drawn)
assay / compound	1	2	3	4	5	6
S1P4 agonist	2.5	-0.6	-1.1	0.7	1.5	1.9
BaF3 tox	4	4	2	-1	1	4
Wee1 degr inh	-1	-1	2	0	0	2
PERK inh	0.5	-0.1	1.7	-0.7	-0.3	-0.5
Ba/F3 V617F tox	-1	2	-2	0	-5	0
S1P4 antagonist	3	4	4	-12	-9	1
NPY-Y2 PAM-ag	9	4	4	-3	11	5
eIF4E 4G PPI	1	-38	-3	1	8	2
MDM2 E3 inh	-8	-4	-7	-5	-21	-11

3 structures from above, ordered by formula weight, smallest number first.
6) CC1=NNC(=O)C1CCC(=O)N/N=C\c1cccc(Cl)c1 (stereo not drawn)
1) COc1ccccc1C(=O)N1CCN=C1SCc1cccnc1
4) OCCC1CN(Cc2nc3ccccc3s2)CCN1C1CCCCC1 (stereo not drawn)
assay / compound	6	1	4
S1P4 agonist	1.9	2.5	0.7
BaF3 tox	4	4	-1
Wee1 degr inh	2	-1	0
PERK inh	-0.5	0.5	-0.7
Ba/F3 V617F tox	0	-1	0
S1P4 antagonist	1	3	-12
NPY-Y2 PAM-ag	5	9	-3
eIF4E 4G PPI	2	1	1
MDM2 E3 inh	-11	-8	-5

Later entries.
7) COc1ccccc1Nc1ccc([N+](=O)[O-])cn1
8) Oc1cccc2cnccc12
9) CCCCC(=O)NC(Nc1ccc(C)cn1)(C(=O)OCC)C(F)(F)F (stereo not drawn)
10) COc1ccc(C(=O)CSc2nnnn2C)c(OC)c1
11) O=C(c1cc2ccccc2o1)N1CCCC1
12) O=C(NNC(=O)c1ccc(F)cc1)C(=O)N1CCCCC1
assay / compound	7	8	9	10	11	12
S1P4 agonist	-0.5	-0.4	18*	4.7	0.7	0.6
BaF3 tox	0	-4	4	5	-2	5
Wee1 degr inh	-1	-2	-2	5	0	-2
PERK inh	0.3	1.4	0.3	1.2	0.3	0.7
Ba/F3 V617F tox	1	3	2	-2	0	1
S1P4 antagonist	7	-6	-6	-16	5	-12
NPY-Y2 PAM-ag	7	-36	-3	-2	4	8
eIF4E 4G PPI	8	-1	0[fluorescence artefact?]	0	2	-4
MDM2 E3 inh	0	nt	-14	-10	-8	-1

13) CC1CC(C)CN(S(=O)(=O)c2ccc(C(=O)Nc3sccc3C(N)=O)cc2)C1 (stereo not drawn)
14) COc1ccc2cc3cc(C(=O)NCCc4ccc(OC)c(OC)c4)oc3nc2c1
15) O=c1c(-c2ccc(F)cc2)coc2c3c(ccc12)OCCO3
16) C/C(=N/NC(=O)CNC(=O)/C=C/c1ccco1)c1ccc(Cl)cc1
17) Cc1ccc(Cl)cc1-n1c(=O)cc(N2CC(C)OC(C)C2)[nH]c1=O (stereo not drawn)
18) Cc1ccc(C(=O)NC2CCN(C(=O)N3CCOCC3)CC2)cc1
assay / compound	13	14	15	16	17	18
S1P4 agonist	-1.6	1.0	-2.3	1.4	0.2	0.3
BaF3 tox	2	1	3	1	5	4
Wee1 degr inh	-3	0	4	3	1	1
PERK inh	-0.6	-1.1	1.7	-0.3	1.0	0.5
Ba/F3 V617F tox	-1	-3	-5	4	0	0
S1P4 antagonist	-16	-20	-18	-4	-10	3
NPY-Y2 PAM-ag	8	14	-12	-15	-6	2
eIF4E 4G PPI	-3	5	1	7	-2	-6
MDM2 E3 inh	-16	-3	-22	19	5	-13

19) O=C(CN1CCC(N2CCCCC2)CC1)N1CCCc2ccccc21
20) O=S(=O)(/N=C(/Nc1ccccn1)c1ccc(Cl)cc1)c1ccc(Cl)cc1
21) CC(C)(C)NC(=O)C(c1cccs1)N(Cc1cccs1)C(=O)c1ccc(CN2CCOCC2)o1 (stereo not drawn)
22) Cc1ccc(S(=O)(=O)n2nc(OC(=O)C3CCCCC3)cc2N)cc1
23) CC(=O)[C@H]1[C@@H]2C(=O)N(c3cccc(Cl)c3)C(=O)[C@@H]2[C@H]2c3ccccc3C=CN21
24) O=C(CN1CCN(S(=O)(=O)c2ccc(Br)cc2)CC1)Nc1ccc(F)cc1F
assay / compound	19	20	21	22	23	24
S1P4 agonist	-0.3	1.3	2.5	0.7	0.8	0.1
BaF3 tox	3	3	4	1	4	8
Wee1 degr inh	-3	1	1	-2	4	0
PERK inh	0.5	1.1	-0.6	1.3	0.8	-0.5
Ba/F3 V617F tox	-1	2	0	-4	-4	0
S1P4 antagonist	-11	-10	-8	-2	0	6
NPY-Y2 PAM-ag	-11	1	-6	10	-12	-1
eIF4E 4G PPI	-3	8	0	5	-9[fluorescence artefact?]	6
MDM2 E3 inh	-6	16	-5	-7	-29	-15

25) Cc1cccc(-n2c(SCc3cc(=O)n4ccsc4n3)nc3ccccc3c2=O)c1
26) CC12CCC(C(=O)NC3CCCCC3)([C@H](Br)C1=O)C2(C)C (stereo partly drawn)
27) O=C(CSc1ccc(C(F)(F)F)cc1[N+](=O)[O-])Nc1ccc2ccccc2c1
28) Cc1sc(NC(=O)C(C)C)c(C(=O)Nc2ccccc2)c1C
29) COC(=O)c1ccc(NC(=O)CSC2=NC(=O)C(c3ccccc3)C(=O)N2)cc1 (stereo not drawn)
30) O=C(c1cccc(Cl)c1)N1CCN(Cc2ccncc2)CC1
assay / compound	25	26	27	28	29	30
S1P4 agonist	-1.6	1.4	-1.7	-1.8	-3.0	-0.2
BaF3 tox	0	-1	5	4	1	12
Wee1 degr inh	0	-3	2	1	1	1
PERK inh	-0.5	-0.4	-0.8	-0.8	2.3	-0.2
Ba/F3 V617F tox	-5	-5	-1	5	-5	3
S1P4 antagonist	-7	2	1	0	6	-2
NPY-Y2 PAM-ag	-14	11	13	-13	3	2
eIF4E 4G PPI	-6[fluorescence artefact?]	0	8	5	2	-6[fluorescence artefact?]
MDM2 E3 inh	-11	-6	-3	10	-7	-5

31) Cc1cccc(NC2=C(NC(=O)c3ccccc3)C(=O)c3ccccc3C2=O)c1
32) O=c1[nH]c2ccc(S(=O)(=O)N3CCCCC3)cc2o1
33) CCSc1nnc(NC(=O)c2ccccc2)s1
34) O=C(Nc1ccccc1)N(CCCN1CCOCC1)Cc1ccccc1F
35) COc1cccc(CN2CCC(CO)(CC3CCCCO3)CC2)c1 (stereo not drawn)
36) COc1ccc(/C=N/Nc2nc(NCc3ccco3)nc(Nc3ccc(OC)cc3)n2)cc1
assay / compound	31	32	33	34	35	36
S1P4 agonist	1.9	0.1	0.7	0.7	-0.3	-0.3
BaF3 tox	0	3	3	-1	2	7
Wee1 degr inh	2	-1	2	-4	9	2
PERK inh	-0.7	2.1	0.0	-0.7	-0.1	-0.3
Ba/F3 V617F tox	0	-4	1	-4	-4	-2
S1P4 antagonist	10	-11	8	7	12	4
NPY-Y2 PAM-ag	14	9	-9	-5	4	13
eIF4E 4G PPI	-3	0	-4	3	1	9
MDM2 E3 inh	-15	9	-18	-10	-4	6

37) COc1ccc(C(=O)NCc2csc(-c3cccs3)n2)cc1
38) CCCn1nc(C(=O)OCC(=O)Nc2ncc(Cl)c(C)c2Cl)c2ccccc2c1=O
39) Cn1cccc1C(=O)NC(=O)CSc1cccc[n+]1[O-]
40) CS(=O)(=O)N1N=C(c2ccccc2)CC1c1ccc2nccnc2c1 (stereo not drawn)
41) COc1ccc(-c2coc3c(CN4CCOCC4)c(O)ccc3c2=O)cc1
42) COCCN(Cc1cn(C)nc1-c1ccccc1F)C(C)C
assay / compound	37	38	39	40	41	42
S1P4 agonist	1.5	-1.9	-1.7	1.0	0.2	-1.0
BaF3 tox	1	-1	2	2	1	2
Wee1 degr inh	5	-2	2	2	-3	-2
PERK inh	0.6	0.3	0.5	0.4	1.0	1.2
Ba/F3 V617F tox	-3	0	-1	-1	-3	1
S1P4 antagonist	-3	-3	-13	-8	-5	3
NPY-Y2 PAM-ag	4	2	20	1	19	-10
eIF4E 4G PPI	-3	2	7	-1[fluorescence artefact?]	2	-1
MDM2 E3 inh	-3	-10	-2	1	nt	12

Reprinted from the part before: 4 compounds, followed by the next part.
39) Cn1cccc1C(=O)NC(=O)CSc1cccc[n+]1[O-]
40) CS(=O)(=O)N1N=C(c2ccccc2)CC1c1ccc2nccnc2c1 (stereo not drawn)
41) COc1ccc(-c2coc3c(CN4CCOCC4)c(O)ccc3c2=O)cc1
42) COCCN(Cc1cn(C)nc1-c1ccccc1F)C(C)C
43) COC(=O)c1ccc(NC(=O)CCn2c(=O)oc3ccccc32)cc1
44) CC(NC(=O)C12CC3CC(CC(C3)C1)C2)C(=O)NCCN(C)C (stereo not drawn)
45) CCn1cc(/C=N\NC(=O)COc2cccc(C)c2C)c(C)n1
46) Cc1ccc(C23CC4CC(CC(NC(=O)NC(C)(C)CO)(C4)C2)C3)cc1
47) C=CCNc1nc(-c2c(C)nc3sccn23)cs1
48) c1ccc2[nH]c(CSc3nnc(-c4ccncc4)o3)nc2c1
assay / compound	39	40	41	42	43	44	45	46	47	48
S1P4 agonist	-1.7	1.0	0.2	-1.0	13*	1.0	-0.9	-2.5	-2.2	1.6
BaF3 tox	2	2	1	2	9	3	4	3	2	4
Wee1 degr inh	2	2	-3	-2	0	3	0	1	0	0
PERK inh	0.5	0.4	1.0	1.2	0.2	0.4	-0.9	-0.8	-0.7	-0.1
Ba/F3 V617F tox	-1	-1	-3	1	0	-2	1	3	-2	-2
S1P4 antagonist	-13	-8	-5	3	2	-8	-2	-11	-9	-17
NPY-Y2 PAM-ag	20	1	19	-10	-5	17	-1	6	4	-4
eIF4E 4G PPI	7	-1[fluorescence artefact?]	2	-1	-10	3[fluorescence artefact?]	-1	3	-2	0
MDM2 E3 inh	-2	1	nt	12	-12	-12	-17	-12	-13	-11

49) COc1ccc(Br)cc1C(=O)Nc1cc(C)cc(C)c1
50) Cc1ccc(C)c(N2CCN(c3ccc(N4C(=O)COCC4=O)cc3[N+](=O)[O-])CC2)c1
51) COc1cc(SC)ccc1C(=O)N1CCN(c2ccccc2)CC1
52) COc1ccccc1Nc1ncnc2c1cnn2-c1cccc(C)c1
53) O=C(CNC(=O)c1ccc(Br)cc1)NCC(=O)OCc1ccc(Cl)cc1
54) O=C(COC(=O)/C=C/c1cccc(F)c1)Nc1ccccc1
55) COc1cc2nc(C3CCC3)nc(N3CCN(c4ccccc4OC)CC3)c2cc1OC
assay / compound	49	50	51	52	53	54	55
S1P4 agonist	1.5	1.0	2.2	3.0	-0.5	0.1	-0.1
BaF3 tox	1	10	3	7	5	0	5
Wee1 degr inh	-3	3	-2	0	0	1	-1
PERK inh	0.2	1.1	0.2	-1.5	1.8	2.4	-1.2
Ba/F3 V617F tox	-4	1	2	3	-2	0	-1
S1P4 antagonist	-7	-11	-11	13	2	2	3
NPY-Y2 PAM-ag	-10	5	1	-15	3	-6	11
eIF4E 4G PPI	4	-5	1	3	3	-1	-9
MDM2 E3 inh	-5	-1	-10	0	-1	-1	9
